# PrPC TRFRET: inhibitors of human cell surface prion protein PrPC, primary screen, cell-based, TR-FRET; Major prion protein (Homo sapiens), P04156; TR-FRET read-out; inhibition, % at 13.8 µM; 0.43% of 370,000 active; in the data active = inhibition above about 24%; note: 0% = median of the test wells and 100% = reference compound wells
# * marks the source's active call; other numbers are inactive results.
SMILES,PrPC TRFRET
CCC[C@H]1[C@@H](NC(=O)/C=C/c2ccccc2)CC[C@@]23CCCN2C(=O)CCC[C@@H]13,-8.6
O=C(OC12CCCN(C1)/C(=C/c1ccc(Cl)cc1)C2)C1CCCCC1 (stereo not drawn),-4.9
COc1ccc(OC)c(CN2C(=O)CCCC2(C)c2nnnn2C2CCCC2)c1 (stereo not drawn),3.0
CCCc1cc2c(O)ccc(O)c2c(=O)o1,3.9
Cc1ccc(S(=O)(=O)N2CCCc3nc(-c4ccc(Br)cc4)ccc32)cc1,-1.3
CC1CCN(C2=NC(=O)N(c3ccc(Br)cc3)C(=O)C2)CC1,-2.1
CN(C(=O)[C@@H](C1CC1)[C@@H](O)c1ccc(Cl)cc1)c1ccccc1,-1.9
O=C(Cn1nnc(-c2ccccc2F)n1)Nc1ccc(Cl)c(Cl)c1,-1.5
CC(=O)C1=C(O)C(=O)N(Cc2cccnc2)C1c1ccc(C)cc1 (stereo not drawn),-1.6
C[C@H]1CCC/C=C/C(=O)c2c(O)cc(O)cc2CC(=O)O1,5.6
CC(C)C[C@@H]1COc2cccc(N3CCCCC3)c2S(=O)(=O)N1,6.8
CCOC(=O)CC1(C)Sc2ccccc2N1S(=O)(=O)c1ccc(C)cc1 (stereo not drawn),5.6
O=C(c1cccnc1)N1CCC(c2nc3ccccc3[nH]2)CC1,-2.8
Cc1ccc(C(=O)NC2CCCCN(C)C2=O)c(C)c1 (stereo not drawn),-3.8
Cc1cc2c(s1)c1cnn(Cc3cc(F)c(F)cc3F)c(=O)c1n2C,-2.5
O=[N+]([O-])c1cccc(NCCCN2CCC(C(O)(c3ccccc3)c3ccccc3)CC2)c1,-23.7
C=CCN1C(=O)[C@H](CC(=O)NCCCOCCCC)[C@@]2(C(=O)OCC)CCCC=C12,8.4
COC(=O)[C@]1(C#N)CC(=O)N(c2ccccc2)[C@@H]1c1ccccc1,2.6
CCCC[C@H](C(=O)N(C)c1cccc(OC)c1)[C@@H](O)c1ccc(Cl)cc1,-2.3
CN(Cc1ccc(F)cc1)C(=O)c1cccc2c1C(=O)N(Cc1cccnc1)C2,-3.1
Cc1n[nH]c(C)c1S(=O)(=O)NCCc1c[nH]c2ccccc12,-3.2
COC(=O)C[C@H]1CC[C@H](NC(=O)Cc2ccccc2)[C@@H](CO)O1,0.5
O=C(CSc1nc2ccc(Nc3nc(N4CCOCC4)nc(N4CCOCC4)n3)cc2s1)Nc1ccccc1,-2.6
CCCCNS(=O)(=O)/C=C/c1cc(C)ccc1CNC(=O)OC(C)(C)C,13.5
CCCCN(C)S(=O)(=O)c1ccc2[nH]c(=O)oc2c1,-0.1
C=CCN1C(=O)[C@@H](CC(=O)NCCC(C)C)[C@]2(C(=O)OC)CCCCC=C12,10.4
O=C(Cc1c[nH]c2ccccc12)Nc1ccc(Nc2cccnc2)c(-c2ccc(Oc3ccccc3)cc2)c1,-2.8
Cn1cccc1C=NNC(=O)c1cc(-c2ccc(Cl)cc2)n[nH]1,-2.8
O=C(Nc1c(-c2ccccc2)[nH][nH]c1=O)c1ccc2c(c1)OCO2,1.3
CCCN(C(=O)c1cn(CCC)c2ccccc12)c1ccc(Oc2cccnc2)cc1,18.6
COc1cc(N/C(=C\C(=O)c2ccccc2)c2ccccc2)ccc1Cl,20.4
COc1ccc(S[C@]2(C(=O)N(C)C)CC(=O)N(c3ccc(C#N)cc3)[C@@H]2c2ccc(OC)cc2)cc1,4.1
O=C(CSc1ccccc1)NC1CCCCN(Cc2ccc(Cl)cc2)C1=O (stereo not drawn),0.2
O=C(NCCc1ccccc1)OCc1cn(Cc2cccc(F)c2F)nn1,4.5
COc1ccc(C(CCOC(=O)Oc2ccccc2)c2cc(OC)c(OC)c(OC)c2)cc1 (stereo not drawn),5.0
CC(=O)N1c2ccccc2C(c2ccccc2)=NCC1C(=O)NC1CCCCC1 (stereo not drawn),5.2
COc1cccc(-c2cc(C(C)=O)c3n(c2=O)CCC3)c1OC,2.2
CCOC(=O)[C@]12CCCCC/C=C\1N(Cc1ccc(OC)cc1)C(=O)[C@H]2CC(=O)N1CCOCC1,-6.6
O=C(CCCCCN1C(=O)C2C3C=CC(C3)C2C1=O)Nc1ccc2ncccc2c1 (stereo not drawn),9.4
CN1CCCCC(NC(=O)COCc2ccccc2)C1=O (stereo not drawn),6.3
COc1ccc(S[C@]2(C(=O)N3CCOCC3)CC(=O)N(c3ccc(OC)cc3)[C@@H]2c2ccc(OC)cc2)cc1,-1.4
C[C@]12Cc3ccccc3C1CC1=N[C@@H](c3ccc(C(F)(F)F)cc3)O[C@@]13C[C@@H]2C(=O)N3C1CCN(Cc2ccccc2)CC1 (stereo partly drawn),-0.2
COc1cccc(CC(=O)N2CCN(C(=O)C(=O)c3cccc(C(F)(F)F)c3)CC2)c1,-6.3
C[C@@H]1COc2cccc(N3CCCC3)c2S(=O)(=O)N1,2.0
C=CCN(C(=O)[C@@H](CCCC)[C@@H](O)c1ccc2ccccc2c1)c1ccccc1,8.5

# In another format: results already given.
Structure	PrPC TRFRET
CCC[C@H]1[C@@H](NC(=O)/C=C/c2ccccc2)CC[C@@]23CCCN2C(=O)CCC[C@@H]13	-8.6
O=C(OC12CCCN(C1)/C(=C/c1ccc(Cl)cc1)C2)C1CCCCC1 (stereo not drawn)	-4.9
COc1ccc(OC)c(CN2C(=O)CCCC2(C)c2nnnn2C2CCCC2)c1 (stereo not drawn)	3.0
CCCc1cc2c(O)ccc(O)c2c(=O)o1	3.9
Cc1ccc(S(=O)(=O)N2CCCc3nc(-c4ccc(Br)cc4)ccc32)cc1	-1.3
CC1CCN(C2=NC(=O)N(c3ccc(Br)cc3)C(=O)C2)CC1	-2.1
CN(C(=O)[C@@H](C1CC1)[C@@H](O)c1ccc(Cl)cc1)c1ccccc1	-1.9
O=C(Cn1nnc(-c2ccccc2F)n1)Nc1ccc(Cl)c(Cl)c1	-1.5
CC(=O)C1=C(O)C(=O)N(Cc2cccnc2)C1c1ccc(C)cc1 (stereo not drawn)	-1.6
C[C@H]1CCC/C=C/C(=O)c2c(O)cc(O)cc2CC(=O)O1	5.6
CC(C)C[C@@H]1COc2cccc(N3CCCCC3)c2S(=O)(=O)N1	6.8
CCOC(=O)CC1(C)Sc2ccccc2N1S(=O)(=O)c1ccc(C)cc1 (stereo not drawn)	5.6
O=C(c1cccnc1)N1CCC(c2nc3ccccc3[nH]2)CC1	-2.8

# Continued.
SMILES,PrPC TRFRET
CCc1c(-c2ccc(OC)cc2)ncn1Cc1cccc(-c2ccccc2)c1,6.9
C=C1[C@@H](C)C2[C@H](Cc3ccccc3)NC(=O)[C@]23[C@H](OC(C)=O)/C=C/[C@@](C)(O)C(=O)[C@@H](C)C/C=C/[C@H]3[C@@H]1O (stereo partly drawn),43.4*
O=C1C[C@H](C(=O)Nc2ccc(Cl)cc2)[C@@H](c2ccccc2)O1,5.2
CCOC(=O)C1CCN(CC(=O)Nc2c(C(=O)OC)[nH]c3ccccc23)CC1,-0.4
COc1ccccc1N1CCN(C(=O)c2cc3c(C)nn(-c4ccccc4)c3s2)CC1,-4.3
CN(C)c1cccc(-c2ccnc(N3CCC(C(N)=O)CC3)n2)c1,-1.8
O=C(NCCN1CCC(Cc2ccccc2)CC1)C1CCCN(S(=O)(=O)c2ccc(Cl)s2)C1 (stereo not drawn),-8.1
O=C(OCC#CCSc1nnc(-c2ccc(F)cc2)o1)c1ccc(F)cc1,7.8
O=C(NCc1c(F)cccc1F)C1C2C=CC3(CN(Cc4ccccc4)C(=O)C13)O2 (stereo not drawn),-1.1
CC(=O)Nc1cccc(-c2nc3ccccc3n2C(C)C(=O)NC(C)(C)C)c1 (stereo not drawn),-5.5
COC(=O)[C@@]12C[C@@H](CC(=O)N3CCN(C(=O)c4ccco4)CC3)C(=O)N(Cc3cccc4ccccc34)C1=CCC(C)(C)C2,-4.1
COc1ccccc1CCn1cnc(-c2cccc(F)c2)c1CC(C)C,8.5
CCCCNC(=O)C(NC(=O)c1cnc(C)cn1)C(=O)c1ccccc1 (stereo not drawn),-2.1
Nn1c(SCc2cccc3ccccc23)nnc1-c1cc(-c2ccc(Cl)cc2)n[nH]1,-4.9
CC(C)(C)n1nc(C2CC2)cc1NC(=O)Nc1ccccc1,-1.3
O=C1N2CCc3ccccc3C2CS(=O)(=O)N1CCc1ccccc1 (stereo not drawn),1.9
FC(F)(F)Oc1ccc(Cn2ccc3ccc(-c4ccc5ccn(Cc6ccccc6)c5c4)cc32)cc1,1.3
CC(C)(C)NC(=O)C(C1CC1)n1c(-c2ccccc2)nc2ccccc21 (stereo not drawn),5.7
CCC(C)N(C(=O)CN1C(=O)C2CCCCN2C(=O)c2ccccc21)C(C)CC (stereo not drawn),-3.5
CC1CCCN(c2cccc3c2S(=O)(=O)N(Cc2ccc(F)cc2)[C@@H](C)[C@H](c2ccccc2)O3)C1 (stereo partly drawn),-7.3
CCCCc1ccc2nc(NC(=O)c3ccc(Br)o3)sc2c1,3.3
O=C(C1CCCN1S(=O)(=O)c1ccccc1)N1CCc2ccccc2C1 (stereo not drawn),9.1
O=C(NC1CCCCC1)C(c1ccccc1)n1c(=O)c(-c2ccco2)nc2ccccc21 (stereo not drawn),1.6
Cc1ccc(N2CCN(C3C(=O)Nc4ccccc4-n4nnnc43)CC2)cc1 (stereo not drawn),-2.0
O=C(NCc1cccc(Cl)c1)O[C@H]1CC[C@@]23CCCN2C(=O)CCC[C@H]3C1,-4.2
CCC(NC(=O)CCCN1C(=O)COc2ccc(C)cc21)c1ccccc1 (stereo not drawn),-3.1
O=C(N[C@@H](Cc1cccnc1)C(=O)N1CCC[C@H]1C(=O)NCCc1ccccc1Cl)c1ccccc1,-1.7
O=C(NC1CCc2ccccc21)c1cc(-c2ccc(Cl)cc2)nc2ccccc12 (stereo not drawn),-5.1
COC(=O)[C@H](C(C)C)N1Cc2nnn(Cc3ccccc3)c2-c2cc(F)ccc2S1(=O)=O,-1.3
Cc1cc(N2CCN(C(=O)OC(C)(C)C)C[C@H]2C)ccc1N1C[C@@H](C)O[C@@H](C)C1,0.2
CN[C@H]1C[C@H]2c3cc(-c4ccccc4C)ccc3CCN2C[C@H]1[C@H](C)O,2.0
Cc1cccc(C)c1NC(=O)C1(C)CSCC(=O)N1CCc1ccc(O)cc1 (stereo not drawn),-1.9
COOCC1(C(=O)OC)C[C@H](c2ccc(OC)cc2)N(Cc2ccccc2OC)[C@@H]1c1ccccc1C (stereo partly drawn),10.8
O=C(Nc1ccc2ccccc2c1)C1CC2CCC1C2 (stereo not drawn),7.7
CCCCCCCCCc1conc1C(=O)/C=C/c1oc2c(c1C)CCC(C)C2 (stereo not drawn),6.0
O=C(CSc1nc2sc3c(c2c(=O)n1-c1ccc(Cl)cc1)CCC3)Nc1ccc(C(=O)O)cc1,2.9
CN(Cc1ccccc1)S(=O)(=O)c1cccc(C(=O)OCc2ccc(Oc3ccccc3)cc2)c1,-2.8
Cn1c(=O)c2c(ncn2Cc2ccc(O)c([N+](=O)[O-])c2)n(C)c1=O,-2.3
O=C(NCCN1CCC2(CC1)C(=O)NCN2c1ccccc1)c1ccc(Cl)c(Cl)c1,-9.9
Cc1ccccc1CN1CCCCC(NC(=O)c2cccc(C#N)c2)C1=O (stereo not drawn),-7.7
COc1cc(NC(=O)NC2CCCCN(Cc3ccc(Cl)cc3)C2=O)cc(OC)c1 (stereo not drawn),-6.5
CCC1CCCCN1C(=S)NN=C(C)c1ccccn1 (stereo not drawn),-11.0
N#Cc1ccc(/C=C2\CC3(OC(=O)c4ccc(Cl)cc4)CCCN2C3)cc1 (stereo not drawn),0.5
CC1(C(=O)Nc2ccc3c(c2)OCCO3)CN(S(C)(=O)=O)CC(=O)N1CCc1ccccc1F (stereo not drawn),-1.1
O=C(Nc1ccc(F)cc1)OCc1cn(Cc2c(F)cccc2F)nn1,1.8
C=CCN(C)CC#CCCCCl,-3.9
CCOc1ccc(-c2cc(C(=O)OC)c3n(c2=O)CCC3)cc1,-4.1
C[C@@H]1COc2cc(N3CCOCC3)ccc2S(=O)(=O)N1,8.9
Nc1[nH]c(C(=O)c2ccc(Br)cc2)c(-c2ccc(Br)cc2)c1C(=O)NCc1ccc(-c2ccccc2)cc1,-2.0
COC(=O)[C@@]12C[C@@H](CC(=O)NCc3ccccc3)C(=O)N(Cc3ccccc3)C1=CCC(C)(C)C2,-2.0
CCCC(=O)N1c2ccc(Cl)cc2C(c2ccccc2)=NCC1C(=O)NC(C)(C)C (stereo not drawn),11.4
Cc1cc2c(s1)c1cnn(Cc3cc(F)ccc3F)c(=O)c1n2C,5.0
Cc1onc(C(=O)N2CCN(C(c3ccc(F)cc3)c3ccc(F)cc3)CC2)c1[N+](=O)[O-],3.2
Cn1ccc2ccc(-c3ccc4c(c3)[C@]3(CCC[C@@H](OCc5ccccc5)[C@@H]3NC(=O)CCc3ccccc3)C(=O)N4Cc3ccccc3)cc21,-2.3
COC(=O)[C@]12C[C@H](CC(=O)NCCCN3CCCC3=O)C(=O)N(Cc3ccco3)C1=C[C@H](C1CCCC1)O[C@@H]2C,0.1
COc1ccc(N2C[C@@]3(O)CC[C@@H](O)[C@@H](OC)[C@@H]3[C@@](C)(O)[C@@H]2CC=C(C)C)cc1,-3.9
CCCCOc1ccc(C(=O)NC2CCCCN(Cc3ccc(C)cc3)C2=O)cc1 (stereo not drawn),2.2
CN(C)[C@@H]1CCN(c2cccc3c2S(=O)(=O)N(C2CC2)CCCO3)C1,-12.4
CC(NCc1ccco1)C(=O)N1CCCN(C)CC1 (stereo not drawn),2.1
CCOC(=O)Cn1cc(CN2C(C(=O)OC)CN(C3CCCC3)CCS2(=O)=O)nn1 (stereo not drawn),7.5
c1ccc(CNC2CCC23CCC(c2ccccc2)CC3)cc1 (stereo not drawn),7.1
CCN(CC)CCCNC(=O)CSc1nc2cccnc2n1C,4.8
CCCC[C@H](C(=O)N(CC)c1ccccc1)[C@@H](O)c1ccc2ccccc2c1,-2.9

# Screening data from PubChem BioAssay.

# These rows are one share of the data; the hit share may differ from the screen's.
